GPR7 antagonist: blocks human GPR7 receptor signaling | P48145 | GPR7-expressing cells, fluorescence antagonist assay | inhibition, % at 4.4 µM | 1.1% of 290,000 active | AID 1861; in the data active = inhibition above about 16%, passing the limit was not always enough;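 note: cells stimulated with the agonist NPW; 0% = agonist with vehicle and 100% = vehicle without agonist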
VIM-2 inhibitor: inhibitors of Pseudomonas aeruginosa VIM-2 metallo-beta-lactamase. purified VIM-2, nitrocefin hydrolysis, epi-absorbance fluorescence. inhibition, % at 5.6 µM. 0.89% of 290,000 active;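 active = inhibition above the mean of all tested compounds plus 3 SD, cutoff set per screening run, cut at about 7.5% in these data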;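 note: red hydrolysis product quenches plate fluorescence so inhibitors raise well fluorescence; 0% = enzyme with DMSO and 100% = DMSO without enzyme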
IMP-1 inhibitor: blocks Pseudomonas aeruginosa IMP-1 metallo-beta-lactamase. AID 1556. 0.45% of 290,000 active. purified IMP-1, nitrocefin hydrolysis, epi-absorbance fluorescence. inhibition, % at 5.6 µM;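 active = inhibition above the mean plus 3 SD of all compounds in the same screening run, cut at about 4.5% in these data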;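 note: 0% = IMP-1 with DMSO and 100% = DMSO wells lacking enzyme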
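Assay system: purified IMP-1; Quantity: IMP-1 0.2 nM before substrate addition; Medium: HEPES buffer pH 7.1 with ZnSO4 and Brij 35; Incubation: 15 min enzyme–compound preincubation, then 25 min nitrocefin reaction, 25 °C; Signal: fluorescence quenching readout, ex 480/em 530 nm; Controls: DMSO with and without IMP-1; Repeats: singlicate testing.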
PfM18AAP inh: PfM18AAP enzyme inhibition; inhibition, % at 7.35 µM; recombinant PfM18AAP, H-Glu-NHMec fluorogenic cleavage; 1.2% of 290,000 active;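 active = inhibition above the campaign mean inhibition over all tested compounds plus 3 SD, cut at about 28% in these data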;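 note: 0% = plate median of test compound wells and 100% = 2 mM ZnCl2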
NALP1 inh: blocks the NALP1 inflammasome reconstituted in yeast; S. cerevisiae NALP1/ASC/caspase-1 growth, X-gal OD620, 72 h; 0.61% of 280,000 active; AID 2071; inhibition, % at 10 µM; in the data active = inhibition mostly above about 24%, no sharp cut-off; inactive = mostly below about 32%; note: some compounds called inactive have numbers as strong as hits
PHOSPHO1 block: PHOSPHO1 (human) inhibition; 1.1% of 290,000 active; recombinant PHOSPHO1, absorbance phosphatase assay; inhibition, % at 13.3 µM; AID 1565; Q8TCT1; in the data active = inhibition above about 60%
p-CIP stab down: compounds decreasing mouse p/CIP protein stability; Q05BA5; F442A p/CIP-EGFP cells, EGFP fluorescence, 16 h; decrease of EGFP signal, % at 10 µM; 0.01% of 290,000 active; AID 1984;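 active = EGFP signal decrease of at least 30% at 10 µM or well 3 SD below plate mean, unless failing retest; inactive = the rest, including hits failing retest or dose response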; note: some compounds called inactive have numbers as strong as hits; many of its hits are not listed in these tables
IDE inh: cellular human IDE inhibition | inhibition, % at 5.59 µM | AID 434962 | HEK cells, FAbetaB cleavage, fluorescence polarization | 0.41% of 320,000 active | P14735;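 active = percent inhibition above the average of all tested compounds plus 3 SD, set per screening campaign, cut at about 16% in these data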;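 note: IDE supplied by intact live HEK cells; FP after avidin binding of uncleaved biotin substrate so inhibition keeps polarization high; 0% = DMSO wells and 100% = 60 µM reference IDE inhibitor Ii1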
Target sequence (P14735 whole entry, looked up): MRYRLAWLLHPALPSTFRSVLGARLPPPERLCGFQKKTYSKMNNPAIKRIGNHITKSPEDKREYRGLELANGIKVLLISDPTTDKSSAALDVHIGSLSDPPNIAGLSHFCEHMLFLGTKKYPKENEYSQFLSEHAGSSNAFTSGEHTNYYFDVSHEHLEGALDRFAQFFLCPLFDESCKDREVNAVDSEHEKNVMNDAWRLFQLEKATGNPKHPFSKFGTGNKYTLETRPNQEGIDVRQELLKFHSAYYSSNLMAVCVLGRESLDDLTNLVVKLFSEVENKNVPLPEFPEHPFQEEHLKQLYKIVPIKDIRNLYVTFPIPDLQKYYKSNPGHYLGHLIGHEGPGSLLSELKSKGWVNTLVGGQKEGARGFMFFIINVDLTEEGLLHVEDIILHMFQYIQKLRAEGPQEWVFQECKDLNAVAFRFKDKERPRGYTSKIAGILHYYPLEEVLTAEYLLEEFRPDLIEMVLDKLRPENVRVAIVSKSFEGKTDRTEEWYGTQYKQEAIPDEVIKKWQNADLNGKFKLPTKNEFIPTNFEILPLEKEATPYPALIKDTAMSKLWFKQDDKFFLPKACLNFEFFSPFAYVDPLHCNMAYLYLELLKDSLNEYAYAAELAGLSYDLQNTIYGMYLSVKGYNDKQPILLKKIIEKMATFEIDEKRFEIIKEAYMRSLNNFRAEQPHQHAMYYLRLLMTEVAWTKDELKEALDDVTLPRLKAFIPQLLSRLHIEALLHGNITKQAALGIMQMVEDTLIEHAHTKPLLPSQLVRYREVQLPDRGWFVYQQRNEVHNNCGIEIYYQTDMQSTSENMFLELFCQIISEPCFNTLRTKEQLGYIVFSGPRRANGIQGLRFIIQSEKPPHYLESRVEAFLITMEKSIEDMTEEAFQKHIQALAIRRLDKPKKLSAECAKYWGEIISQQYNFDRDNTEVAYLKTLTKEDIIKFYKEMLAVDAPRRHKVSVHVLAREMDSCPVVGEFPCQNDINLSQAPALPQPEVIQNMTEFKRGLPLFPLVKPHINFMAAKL
IDE act: IDE (human) activation, cell-based. AID 493087. P14735. HEK cells, FAbeta-B cleavage, fluorescence polarization; 0% vehicle, 100% cell-free pure enzyme wells. activation, % at 5.96 µM. 0.073% of 340,000 active;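 active = activation above the mean of all tested compounds plus 3 SD, set per screening campaign, cut at about 17% in these data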
* = called active by the depositor; . = no result given.

SMILES	GPR7 antagonist	VIM-2 inhibitor	IMP-1 inhibitor	PfM18AAP inh	NALP1 inh	PHOSPHO1 block	p-CIP stab down	IDE inh	IDE act
Cc1cc(/C=C2/NC(=O)NC2=O)c(C)n1-c1ccc(N2CCOCC2)cc1	-5	-1.4	-3.3	9	4	-35	10	7	5
Cc1ccc(-n2c(C)cc(C(=O)CN3CCOCC3)c2C)cc1	-6	-0.6	-1.5	3	8	40	6	4	-5
Cc1ccc(NC(=O)CSc2nc(O)cc(=O)n2C)cc1	-22	0.8	-0.5	-2	3	-12	-10	-5	0
O=C(CCC(=O)Nc1ccccc1)NNS(=O)(=O)c1ccccc1[N+](=O)[O-]	4	-1.4	-1.5	-9	7	16	4	11	0
CCOC(=O)C1CCN(C(=O)c2ccccc2CCc2ccccc2)CC1	-4	-0.8	-3.1	6	.	.	-6	1	-1
O=C(CSC1=NC(=O)C(Cc2ccccc2)C(=O)N1)Nc1ncccn1 (configuration not stated)	-4	-0.9	-1.4	-3	9	-4	-10	.	.
CCOc1ccc(OCc2ccc(C(=O)N3CCCC(C)C3)cc2)cc1 (configuration not stated)	-15	-2.1	-2.9	4	0	42	-8	11	0
Cc1ccc(NP(=O)(Nc2ccc(C)cc2)Nc2ccc(C)cc2)cc1	-30	1.7	-3.0	-10	-12	20	-16	-1	2
COc1ccc2cc(C(c3nnnn3C3CCCC3)N3CCCCCC3)c3nnnn3c2c1 (configuration not stated)	-7	-2.3	-1.7	3	-9	-13	-1	-1	5
CCCCCNc1nc(-c2ccccc2)nc(-n2ccnc2)n1	-4	-2.1	-3.2	-14	-15	-17	4	4	1
COc1ccccc1CNc1nc2nc(C)c(Cl)c(=O)n2[nH]1	3	-0.5	-1.9	6	27	10	0	6	-4
CC(C)(C)C(=O)CSc1nc2ncc(Br)cc2[nH]1	-1	-1.4	-1.9	5	10	47	0	-8	1
Cc1nnc(SCC(=O)N2CCc3ccccc32)s1	16*	0.6	0.9	-2	31	6	2	0	4
c1ccc(C(c2ccccc2)N2CCN(Cc3nc(-c4cnccn4)no3)CC2)cc1	-18	-2.6	-3.9	-2	.	51	-4	0	9
CCCSc1nc(O)c(C(c2ccc(OC)c(O)c2)c2c(O)nc(SCCC)n(C)c2=O)c(=O)n1C	1	0.3	-0.5	-4	41	-9	0	2	0
CCOC(=O)Cn1c(=O)cnc2ccccc21	3	-3.4	-1.2	-1	-3	0	12	-2	-2
CCCCCc1cccnc1	-7	0.6	-0.7	-2	27	20	8	1	6
CCOC(=O)N1CCN(C(=O)Cc2c(C(=O)O)n(C)c3ccccc23)CC1	-9	-1.3	-1.4	-1	12	-10	0	0	0
COc1cccc(C(=O)NNC(=O)C(=O)Nc2ccc(OC)cc2OC)c1	0	-5.5	-10	-2	7	28	-9	8	2
Cc1c(NC(=S)N/N=C/c2ccc([N+](=O)[O-])cc2O)c(=O)n(-c2ccccc2)n1C	1	-2.2	-3.3	2	.	-2	-16	-5	4
Cn1c(SCC(=O)CC(=O)Nc2ccccc2)nnc1-c1ccc(O)cc1	-2	-3.4	-3.0	-1	-11	12	5	-1	-1
O=C(Nc1ccc(Cl)cc1)N1CCCN(Cc2ccccc2F)C1	14	-2.6	-4.3	-2	1	-4	-14	0	-5
COc1ccc(/C=N/NC(=O)c2ccc(F)cc2)cc1CN1CCc2cc(OC)c(OC)cc2C1C (configuration not stated)	-4	-1.5	-3.2	-12	10	40	16	0	0
CCc1ccc(C(=O)NC(=S)Nc2ccc(N3CCOCC3)cc2)cc1	-8	-1.9	-0.6	-8	20	23	-8	7	-1
COc1cc(C)ccc1OCCCCNCc1ccccc1	-5	-0.5	-0.7	2	20	24	1	2	2
COc1ccc(N2CCN(/C(=N\S(=O)(=O)c3ccc(C)cc3)Nc3nc(C)cc(C)n3)CC2)cc1	-8	-4.0	-3.1	6	2	21	-3	-3	-1
CCN(CC)CCCN(C(=O)c1ccc(F)cc1)c1nc(-c2ccc(OC)cc2)cs1	2	-1.4	-3.3	-7	15	29	0	8	2
COc1ccc(CN2CC(C(=O)NCCCN3CCCCCC3)CC2=O)cc1 (configuration not stated)	-5	-0.2	-2.5	-14	23	15	9	7	3
NC(=O)C1CCN(C(=O)c2ccc3c(=O)n(Cc4ccco4)c(SCC(=O)c4ccccc4)nc3c2)CC1	3	2.5	-0.5	5	7	9	10	-2	3
Cc1ccc(CSc2ncnc3ccccc23)cc1	-7	-3.7	-2.8	-5	10	37	2	-9	6
CCC(=O)Nc1cc2c3c(c1)CCN3C(=O)CC2	-10	-1.7	0.0	-1	13	34	-7	-5	8
COc1cccc(/C=C/C(=O)OCC(=O)N2CCN(S(=O)(=O)c3ccc(Cl)cc3)CC2)c1	3	-0.6	-1.1	-10	12	33	-11	-2	-4
CCn1c(N)c(C(N)=O)sc1=S	-8	-0.9	-9.3	9	7	38	-28	3	3
S=C(NCc1ccc(Cl)cc1)Nc1ccccc1	7	-3.7	-5.7	4	8	-22	-4	-2	1
O=C(O)c1ccc(-n2cccc2/C=C2/SC(=O)N(CC(=O)N3CCCC3)C2=O)cc1	1	-1.1	-2.2	12	1	23	-4	3	6
CCOC(=O)C1CCN(Cc2c(O)c3ccccc3oc2=O)CC1	-14	-1.5	-2.5	0	6	38	-11	0	0
Cc1ccc(-c2nnn(CC(=O)N(CC(=O)NC3CCCCC3)c3cccc(F)c3)n2)o1	2	-2.6	-2.1	-4	-10	22	-10	.	4
O=Cc1cc2ccccc2nc1SCc1ccc(Cl)c(Cl)c1	-5	-0.6	4.7*	-17	21	22	-8	-4	3
CCOc1ccccc1C(c1c(C)n(C)n(-c2ccccc2)c1=O)c1c(C)n(C)n(-c2ccccc2)c1=O	9	-0.5	-2.1	-15	5	19	-3	-3	5
CCN(CC(=O)Nc1ccc(NC(C)=O)cc1)C(=O)COc1ccccc1Cc1ccccc1	-6	-3.9	-2.8	-1	5	22	-1	.	-7
COc1cc(/C=C(/C#N)C(=O)Nc2ccc(C)cc2)ccc1Oc1nc(Cl)ncc1F	-8	-2.7	-5.0	5	26	7	-8	6	-1
COc1ccc(-n2nc3c(N4CCC(C(=O)NCc5cccc(C)c5)CC4)nnc(C)c3c2C)cc1	5	2.3	2.2	-15	0	26	-9	-3	1
CCN=C1S/C(=C\c2cc(Cl)c(OC)c(OC)c2)C(=O)N1CC	-15	-0.8	-1.9	-1	-13	42	-8	1	2
O=C(O)c1ccc(N/N=C/c2ccc3nccnc3c2)cc1	7	0.0	-3.5	1	26	24	-12	8	2
CN(C)c1nc(NCc2ccccc2)nc(N/N=C/c2ccc(Br)cc2)n1	-14	-1.4	-2.0	-2	1	23	-14	-2	2
COc1ccc(-c2cc(C(=O)Nc3ccc4c(c3)OCO4)no2)cc1	-19	-2.1	-2.6	4	22	27	-5	-3	-3
COc1nnc(-c2ccc(C)c(S(N)(=O)=O)c2)c2ccccc12	-11	-0.2	-3.2	7	3	36	-10	5	-1
O=C1c2ccccc2C(=O)N1CCCc1nc(-c2ccc(Cl)cc2)no1	-9	-1.6	-1.3	-4	-5	-2	-7	2	4
COc1cc(/C=C/c2ccc(O)cc2)cc(OC)c1	-9	-4.1	-1.6	-4	8	28	-7	4	5
CC(C)C(NC(=O)c1ccccc1)C(=O)OCc1cc([N+](=O)[O-])cc2c1OCOC2 (configuration not stated)	7	-0.5	-3.1	4	27	-9	0	-4	-3
Following part
SMILES	GPR7 antagonist	VIM-2 inhibitor	IMP-1 inhibitor	PfM18AAP inh	NALP1 inh	PHOSPHO1 block	p-CIP stab down	IDE inh	IDE act
Cc1ccc2nc(C)c(C)nc2c1N	8	20*	0.5	7	.	-13	0	4	9
Cc1cc(C(=O)NCc2cccs2)ccc1[N+](=O)[O-]	-1	-1.9	-1.6	-1	23	-4	1	-1	6
COc1ccccc1N1CCN(C(=O)c2cc(-c3cccs3)on2)CC1	-5	-0.7	-2.7	0	-59	2	-3	4	1
CSc1oc(-c2ccc(F)cc2)nc1S(=O)(=O)c1ccccc1	-3	-1.9	-1.2	4	-10	-13	-7	3	2
O=C(CSC1=NCCS1)N1CCN(c2ccccc2)CC1	-3	-3.4	2.8	-3	30	5	2	3	3
CCOC(=O)c1[nH]c2ccccc2c1NC(C)=O	.	.	.	.	-51	-1	0	3	3
COC(=O)c1ccc(NC(=S)NC(=O)c2cc(-c3ccccc3)nc3ccccc23)cc1	11	-0.4	2.7	2	-1	-52	-17	4	2
O=C(NCc1cccnc1)C(=O)NCC(c1ccco1)N1CCN(c2ccccc2F)CC1 (configuration not stated)	-4	-1.4	-3.0	1	17	-47	-20	4	8
N#CCCC(CCC#N)C1=NCCc2ccccc21	0	-1.2	-1.1	-8	-2	20	-9	0	5
Cc1ccc(C)c(NS(=O)(=O)c2ccc3[nH]c(=O)[nH]c3c2)c1	-8	0.3	-0.2	5	.	18	-3	1	5
O=S(=O)(c1ccc(Cl)cc1)n1ccc2cccnc21	-16	-2.1	-2.0	1	-3	-13	4	7	0
O=C(O)CCC(=O)N(Cc1cccs1)Cc1cccs1	-7	-1.3	-1.8	3	-3	5	-13	2	-3
CCOC(=O)/C(C)=C1\NC(C)(C)Cc2ccccc21	24*	0.7	2.1	-2	26	-1	-14	.	3
Cc1cc(N)n(-c2ccc(Oc3ccccc3)c(S(=O)(=O)O)c2)n1	-3	-1.9	-2.4	0	3	-16	-6	.	9
Cc1ccc(C(=O)N2CCN(C)CC2)cc1S(=O)(=O)N1CCCCC1	-15	-0.6	-2.4	-1	20	-14	-4	.	-2
CCN1CCN(Cc2ccc(OC)c(OCc3ccccc3)c2)CC1	-12	-3.6	-3.2	-2	18	12	-25	-1	1
O=C(Nc1nnc(Cc2ccccc2)s1)c1ccccc1	-1	-1.3	-1.6	-2	3	-2	-2	1	1
O=C(NCC(=O)N(CC1CCCO1)C(C(=O)NC1CCCCC1)c1ccccc1)c1ccco1 (configuration not stated)	8	-1.3	-3.0	9	-5	46	-4	2	4
Cc1nc(COc2cc3oc(=O)cc(C)c3cc2Cl)cs1	-13	3.0	-0.8	11	21	2	-6	-3	1
O=C(COC(=O)c1ccccn1)Nc1nc(-c2ccccc2)cs1	8	-3.8	-1.0	-2	15	-3	1	11	3
COc1ccc(NC(=O)N2CCC(O)(c3cccnc3)CC2)c(OC)c1	-12	-3.4	-0.9	6	15	55	-1	0	-2
O=C(/C=C\NCC(=O)c1ccccc1)c1ccccc1	-3	-3.9	-1.9	10	-12	20	-7	5	-1
O=C(Nc1ccc(Br)c(C(F)(F)F)c1)c1ccc(C(F)(F)F)cc1	19	-2.1	-1.9	2	.	-11	-5	-4	.
COc1ccc(CCNC(=O)CCNC(=O)c2ccco2)cc1	-10	0.1	-2.0	-7	17	-21	-16	-1	3
CCOC(=O)C1=C(CSc2nc(-c3ccccc3)ccc2C#N)OC(N)=C(C#N)C1c1ccc(OC)cc1 (configuration not stated)	-11	1.1	3.2	19	-1	-30	-57	3	-7
CCc1cccc2c(C(=O)C(NCCCOC)c3ccccc3)c[nH]c12 (configuration not stated)	35*	-1.8	-2.0	8	14	27	-11	3	4

Screening data as filed in PubChem BioAssay.
